FBPA Giardia inh: blocks Giardia fructose-bisphosphate aldolase activity; Potency, µM (titrated, usually from 59.6 µM), for the others: top-dose activity, negative = inhibition, actives largely listed as inhibitors; 290,000 compounds, 0.71% hits; purified Giardia FBPA; A8B2U2; further: potency means the concentration at half of the fitted maximal effect; nearly all actives have a fitted effect of over 55% in size
Target sequence (A8B2U2 whole entry, looked up): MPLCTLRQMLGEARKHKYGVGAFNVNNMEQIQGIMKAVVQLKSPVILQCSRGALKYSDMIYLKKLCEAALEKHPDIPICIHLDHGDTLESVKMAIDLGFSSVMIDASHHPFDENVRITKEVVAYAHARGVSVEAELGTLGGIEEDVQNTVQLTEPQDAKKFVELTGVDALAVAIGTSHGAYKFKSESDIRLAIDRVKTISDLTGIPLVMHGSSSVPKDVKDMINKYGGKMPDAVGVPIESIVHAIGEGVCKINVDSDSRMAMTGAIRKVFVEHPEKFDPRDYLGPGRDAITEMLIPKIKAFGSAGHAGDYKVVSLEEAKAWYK
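40 nM FBPA preincubated 10 min at RT with compound (up to 57.5 uM final), then substrate plus GAPDH/TPI/NAD/arsenate coupling and diaphorase/resazurin added. Fluorescence read after 20 min at RT, 525/598 nm.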
AmpC no deterg: inhibitors of E. coli AmpC beta-lactamase without detergent | AID 485341 | Potency, µM (titrated, usually from 57.1 µM), for the others: at the highest dose activity change, negative = inhibition, hits mostly inhibitors | AmpC nitrocefin hydrolysis, absorbance 480 nm, 0.0001% Triton | 330,000 compounds, 0.52% hits;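 further: potency means the concentration at half of the fitted maximal effect; plate controls were no compound for no effect and no enzyme for full effect; nearly all actives have a fitted effect of over 20% in size; some results filed as inactive show a strong effect at the top dose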
Target sequence (P00811 whole entry, looked up): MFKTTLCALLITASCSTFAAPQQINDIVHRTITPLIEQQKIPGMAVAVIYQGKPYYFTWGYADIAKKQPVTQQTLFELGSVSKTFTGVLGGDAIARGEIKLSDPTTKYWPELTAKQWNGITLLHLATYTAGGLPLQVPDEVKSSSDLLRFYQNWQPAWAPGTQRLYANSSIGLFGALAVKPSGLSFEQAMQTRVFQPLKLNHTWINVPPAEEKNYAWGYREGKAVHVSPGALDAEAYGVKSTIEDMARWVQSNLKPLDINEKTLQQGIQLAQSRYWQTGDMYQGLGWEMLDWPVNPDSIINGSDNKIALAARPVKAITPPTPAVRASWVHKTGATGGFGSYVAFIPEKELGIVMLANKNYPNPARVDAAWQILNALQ
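20 mM phosphate pH 7.0 + 0.01% (detergent screen) or 0.0001% Triton X-100; 5.3 nM AmpC reagent; cpd preinc 15 min RT; nitrocefin (800 uM stock) to start; A480 q20 s × 4 min; Activity was normalised to no-enzyme and no-compound control wells.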
Sm TGR block: S. mansoni TGR enzyme inhibition; Q962Y6; purified TGR, DTNB reduction, TNB absorbance 405 nm; Potency, µM (highest dose often 114 µM), for the others: at the top dose activity change, negative = inhibition, usual class: inhibitors; 360,000 compounds, 3% hits; further: potency means the concentration at half of the fitted maximal effect; nearly all actives have a fitted effect of over 60% in size
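Kinetic colorimetric format: TGR-catalysed, NADPH-driven DTNB reduction monitored via TNB absorbance. Enzyme dispensed at 20 nM; compound exposure 15 min at room temperature before reaction start.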
AmpC detergent: AmpC beta-lactamase inhibition with detergent present; P00811; AmpC hydrolysis of nitrocefin, absorbance 480 nm, 0.01% Triton; Potency, µM (top dose mostly 114 µM), for the others: top-dose activity change, negative = inhibition, actives largely listed as inhibitors; 370,000 compounds, 0.041% hits; AID 485294;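 further: potency means the concentration at half of the fitted maximal effect; 0% = no-compound wells and -100% = no-enzyme wells; nearly all actives have a fitted effect of over 25% in size; some results filed as inactive show a strong effect at the top dose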
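AmpC (5.3 nM in the dispensed reagent) in 20 mM phosphate pH 7.0 with 0.01% (detergent screen) or 0.0001% Triton X-100 was preincubated with compounds for 15 min at room temperature. Nitrocefin was then added from an 800 uM solution, and hydrolysis was followed at 480 nm.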
HCMV inh: inhibitors of human cytomegalovirus; HFF cells, HCMV-luciferase reporter, 72 h; stronger effect = lower value; activity change, negative = inhibition, % at 57.5 µM; 410,000 compounds, 4.5% hits; in the data active means activity change below about -60%; inconclusive means no clear call, values can overlap the other calls; inactive means above about -39%
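Luciferase read-out from HCMV-luciferase-infected HFFs (MOI 1 PFU/cell) 72 h post infection at 37C; compounds added after 16 h cell attachment; activity normalized between buffer-only basal and Salinomycin (10uM) inhibitor controls.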
AMA1-RON2 inh: AMA1-RON2 (P. falciparum) interaction inhibition | 360,000 compounds, 0.2% hits | Potency, µM (top dose mostly 58.2 µM), inactives show at the highest dose activity change, negative = inhibition, most hits filed as inhibitors | AID 720542 | AlphaScreen AMA1-biotinylated RON2 peptide binding;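 further: potency means the concentration at half of the fitted maximal effect; 0% = vehicle wells and -100% = peptide control; nearly all actives have a fitted effect of over 45% in size; some results filed as inactive show a strong effect at the top dose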
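AMA1 (3D7) with his tag at 25 nM final met compounds first, then biotinylated RON2 peptide at 25 nM; detection used donor plus acceptor beads, 10 µg/mL apiece, read by AlphaScreen after 30 min at room temperature.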
Numbers without * were called inactive; ? = inconclusive; / = not tested or not shown; [ ] = another dose, or the depositor's remark. Unless noted, the call rests on the fitted dose curve; in most records, active means well fitted curve in the direction sought with a large enough effect; inconclusive means small, poorly fitted or top-dose-only effect, or another doubt; inactive means no such curve, though single readings can be large; an effect the other way counts as inactive or inconclusive. Unless noted, on the % scale 0 is the no-effect control and ±100 the full control effect.

Start of the data: the first two compounds (preview)
SMILES	FBPA Giardia inh	AmpC no deterg	Sm TGR block	AmpC detergent	HCMV inh	AMA1-RON2 inh
CC1(C)CC(=O)C(N=Nc2cc3c(cc2[N+](=O)[O-])OCCO3)=C(O)C1	7%	-4%[11.4 µM]	-18%	-12%	9	-4%
COc1ccc(S(=O)(=O)N2CCOC2CNC(=O)C(=O)NCCc2c[nH]c3ccccc23)cc1 (centres undefined)	0%	-13%	-14%	?	-2	3%

All compounds of this part, previewed entries included:
SMILES	FBPA Giardia inh	AmpC no deterg	Sm TGR block	AmpC detergent	HCMV inh	AMA1-RON2 inh
CC1(C)CC(=O)C(N=Nc2cc3c(cc2[N+](=O)[O-])OCCO3)=C(O)C1	7%	-4%[11.4 µM]	-18%	-12%	9	-4%
COc1ccc(S(=O)(=O)N2CCOC2CNC(=O)C(=O)NCCc2c[nH]c3ccccc23)cc1 (centres undefined)	0%	-13%	-14%	?	-2	3%
N#Cc1c(NCCN)nc(-c2ccccc2)c2c1CCCC2	1%	40%	1%	4%	27	11%
Cc1ccc2nc(-c3ccccn3)cc(C(=O)Nc3ccc(S(=O)(=O)N4CCOCC4)cc3)c2c1	0%	-32%	0%	-2%	0	14%
Cc1ccccc1CC1(CO)CCCN(C(=O)c2cc(-c3ccccc3)no2)C1 (centres undefined)	-5%	15%	0%	-9%	-25	0%
COc1cccc(NC(=O)CN2CCCCCC2)c1	?	-11%	-19%	-14%	-15	15%
Cc1nc2nc(SCC(=O)N(Cc3ccccc3)C(C)C)nn2c(C)c1Cc1ccccc1Cl	/	/	-1%	7%	-1	/
CC1=NN(C(N)=S)C(=O)C1N=Nc1ccc(Cl)cc1Cl (centres undefined)	16%	-21%	-1%	-10%	130	150%[activator]
CCc1nc(SCC(=O)NC2CCCC2)c2c(=O)n(C)c(=O)n(C)c2n1	-1%	-8%	-6%	-7%	-19	-4%
CC(C)Oc1ccc(C(=O)CCN2CCCCC2)cc1	-7%	-14%	0.4µM*	1%	-17	-3%
COC(=O)c1c(SCC(=O)Nc2ccccc2C(F)(F)F)[nH]c2ccc(Cl)cc2c1=O	/	/	12%	-3%	-8	/
Cc1cc2nnc(SCC(=O)NCC(c3ccccc3)N(C)C)n2c2ccccc12 (centres undefined)	/	32%	2%	7%	19	19%
CN(C)c1ccc(CNC(=O)CCCN2C(=O)CCn3nc(-c4cn(C)c5ccccc45)cc32)cc1	/	/	-9%	-4%	-2	/
N#Cc1ccccc1NC(=O)CSc1ncn[nH]1	/	/	4%	5%	-21	/
Cc1cc(C(=O)NC(=S)Nc2cccc(C(=O)O)c2C)ccc1[N+](=O)[O-]	0%	-24%	?	1%	21	0%
COc1cc2c(cc1OC)C(C)N(C(=O)C(NC(=O)c1ccccc1)C(C)C)CC2 (centres undefined)	6%	28%	1%	-6%	65	8%
Cc1ccc(NC(=O)c2ccc(CSc3nccc(C)n3)cc2)cc1	-2%	13%	-22%	0%	?	-18%
O=C(O)c1cccc(Nc2nc3ccccc3nc2NS(=O)(=O)c2ccc(F)cc2)c1	/	-28%	/	/	39	-1%
CC(=O)Nc1ccc(NC(=O)CSc2nnc3c4ccccc4n(C)c3n2)cc1	2%	-3%	-7%	-11%	-25	-3%
COc1ccc(C(=O)n2cc(C(=O)c3cc(C)ccc3O)cn2)cc1OC	3%	-25%	-12%	-9%	-2	17%[2.32 µM]
O=C(CC1C(=O)NCCN1Cc1ccc(F)cc1)NCCOc1cccnc1 (centres undefined)	-24%	2%	?	0%	-12	7%
COc1ccc(CCNC(=O)c2ccc3nc(-c4ccco4)c(-c4ccco4)nc3c2)cc1OC	?	77%[activator]	3.2µM*	5%	/	-20%
Cc1ccc2c(c1)Cc1nc3ccccc3nc1-2	-24%	-3%	8%	3%	67	27%
O=C(O)c1ccc(-n2nnnc2SCc2ccccc2F)cc1	27%	-17%	12%	-8%	-39	10%
O=C(NCc1ccco1)c1ccc(CN2CCOCC2)cc1	2%	-1%	-12%	-11%	31	1%
The listing continues.
SMILES	FBPA Giardia inh	AmpC no deterg	Sm TGR block	AmpC detergent	HCMV inh	AMA1-RON2 inh
O=C(O)CC12CC3CC(C1)CC(n1ncc(NCc4ccccc4)c(Cl)c1=O)(C3)C2	1%	-1%	?	0%	-22	1%
Cc1c(CC(=O)N2CCN(C(=O)C3COc4ccccc4O3)CC2)c(=O)oc2cc(O)c(Cl)cc12 (centres undefined)	-16%	2%	-19%	-8%	0	-8%
O=C(CCc1nc(-c2ccccc2F)no1)NC1CCCCCC1	6%	22%	0%	-7%	?	-6%
O=C(NCC(c1ccco1)N1CCCC1)c1cc(S(=O)(=O)N2CCCCC2)ccc1Cl (centres undefined)	/	1%	/	/	0	3%
CC1=CC(C)(C)NC(=S)N1c1ccc(C)c(C)c1	2%	-20%	0%	?	?	-13%
CCN(CC)S(=O)(=O)c1ccc(NC(=O)COC(=O)CNS(=O)(=O)/C=C/c2ccccc2)cc1	2%	-32%	-20%	6%	-14	-6%
CC(=O)OCCNc1cc(N2CCN(C)CC2)c2noc3c2c1C(=O)c1ccccc1-3	?	110%[activator]	-23%	?	-32	?
CC(C)(OC1OC(CO)C(O)C(O)C1O)[C@H]1Oc2ccc3ccc(=O)oc3c2[C@H]1O (some centres undefined)	0%	-1%	-3%	-5%	-8	3%
O=C(Nc1ccccc1Cl)C1Cc2ccccc2O/C1=N\O (centres undefined)	-3%	-31%	0%	11%	128	1%
c1ccc2c(c1)c1ccccc1n2CN1CCOCC1	8%	-1%	6%	-9%	-20	-1%
CCOC(=O)N1CCN(C(=O)C2CC(=O)N(Cc3ccc(OC)cc3)C2)CC1 (centres undefined)	1%	28%	4%	6%	49	-3%
COCCn1c(=O)[nH]c2cc(C(=O)N3CCN(c4cccc(C)c4C)CC3)ccc2c1=O	11%	0%	3%	-1%	?	-3%
C=CCN(c1ccccc1OC)S(=O)(=O)c1ccc(Cl)c(C(=O)Nc2ccc(N3CCOCC3)cc2)c1	-10%	-8%[11.4 µM]	-12%	-12%	-17	-29%
Cc1ccc2cccc(OCc3cccc([N+](=O)[O-])c3)c2n1	-5%	-7%	0%	0%	-37	0%
COc1cccc(NC(=O)CC(c2ccc(OC(C)C)cc2)c2ccccc2OC)c1 (centres undefined)	0%	-26%	0%	?	12	8%
Cc1ccc(-c2noc(CCC(=O)NC3CCN(Cc4ccccc4)CC3)n2)cc1	0%	103%[activator]	31%	-14%	-35	-7%
Clc1ccc(NC2(c3nnnn3C3CCCCC3)CCCCC2)cc1	2%	-35%	6%	-3%	?	3%
CC(C)N1C(=O)N(c2ccccc2)C(C)(O)CC1(C)C (centres undefined)	1%	-16%	1%	-7%	-27	17%
CN(C)C=NC(=O)c1cc(C(=O)c2ccc(Cl)cc2)c[nH]1	-1%	-1%	10%	-10%	-63*	6%
O=C(CCn1nnc(-c2cccs2)n1)NC1CCCCC1	6%	-20%	-29%	-4%	-40	-1%
O=C(C1CCC1)N1CCN(S(=O)(=O)c2ccc(F)cc2)CC1	/	-2%	?	1%	2	-12%
CCOC(=O)C1(CC2CCCCO2)CCN(Cc2cc(F)ccc2-n2cccn2)CC1 (centres undefined)	-16%	-17%	-32%	1%	6	-7%
CC1=C(C(=O)N2CCOCC2)C(c2ccccc2F)NC(=O)N1 (centres undefined)	3%	-6%	17%	1%	-14	2%
CCOC(=O)c1oc2c(CN3CCCCC3C)c(O)ccc2c(=O)c1-c1ccc(OC)c(OC)c1 (centres undefined)	15%	-4%	2%	-12%	6	16%
COc1cc(C2C(C#N)=C(N)Oc3c2c(-c2ccccc2)nn3-c2ccccc2)cc(OC)c1OC (centres undefined)	0%	-27%	-14%	-4%	?	-18%
(continued)
SMILES	FBPA Giardia inh	AmpC no deterg	Sm TGR block	AmpC detergent	HCMV inh	AMA1-RON2 inh
O=c1ncn(-c2ccccc2F)c2ncccc12	0%	-34%	7%	0%	12	0%
Fc1ccc(-n2ncc3c(N4CCCCCC4)ncnc32)cc1	/	/	-3%	-4%	-3	/
CC(NC(=O)CNC(=O)c1ccco1)c1ccc(S(N)(=O)=O)cc1 (centres undefined)	-8%	-20%	1%	?	-19	29%
CCN(CC(=O)Nc1c(F)cccc1F)C(=O)CCCNC(=O)c1ccc(Cl)cc1	/	4%	-2%	0%	-13	-9%
COc1ccc(/C=C2/NC(=O)CNC2=O)cc1	-8%	-3%	?	6%	-1	-2%
COc1ccc(C(=O)NNC(=O)c2ccccc2[N+](=O)[O-])cc1[N+](=O)[O-]	1%	-7%	/	3%	-8	59%[activator]
COc1ccc(OC)c(S(=O)(=O)N2CCC3(CC2)OCCN3S(=O)(=O)c2cccs2)c1	/	-31%	-23%	1%	-22	-7%
Cc1ccc(OCc2cc(=O)n3ccsc3n2)c(NC(=O)c2ccco2)c1	/	/	0%	-2%	9	/
CNC[C@H](CC1CCCCC1)NC[C@H](NCCC1CCCC1)[C@H](C)O	19%	-4%	-16%	?	-17	97%[activator]
CCCCN(C(=O)c1cccc2c(=O)c(C)c(-c3ccccc3)oc12)c1ccccc1	13%	10%	-11%	?	-63*	-2%
O=C(CCn1cnc2ccccc21)N/N=C/c1ccccc1O	-23%	-43%	-1%	-3%	?	99%[activator]
O=C(CSc1nc(O)cc(=O)n1-c1ccccc1)NC1CCCCC1	-2%	-33%	-18%	4%	24	8%
O=C(c1ccccn1)N1CC=C(c2ccccc2)CC1	?	-14%	?	-2%	-36	51%[activator]
O=C(COC(=O)C1(c2ccc(Cl)cc2)CCCC1)NCc1ccco1	-7%	-19%	-27%	-5%	-25	-6%
O=C1NC(=O)/C(=C\c2ccccc2OCc2ccccc2)S1	12%	-57%	-13%	-1%	-22	-1%
COCCn1c(SCC(=O)Nc2cc(C(C)(C)C)nn2-c2ccccc2)nnc1-c1ccncc1	-1%	46%	-4%	-10%	28	7%
Cc1ccnc(-n2c(C)nc3ccccc3c2=O)c1	0%	-22%	-2%	-6%	69	-10%
C/C(CC(=O)Nc1cc(C)ccn1)=N\NC(=O)c1cccc(F)c1	-11%	-28%	99%[activator]	-12%	-6	93%[activator]
O=C(O)c1ccc(COc2c(F)c(F)cc(F)c2F)o1	15%	-20%	35µM*	-14%	56	-5%
CCOC(=O)c1c(C)[nH]c(C(=O)OCC(=O)Nc2ccccc2)c1C	/	-21%	-4%	4%	-6	0%
O=C(CN1C(=O)/C(=C/c2ccccc2)SC1=S)NC1C=CS(=O)(=O)C1 (centres undefined)	/	-19%	0%	6%	?	15%
COC(=O)c1sccc1NC(=O)Nc1ccccc1Cl	/	-40%	4%	5%	-3	-5%

Record cards, as listed above:
O=C(CN1C(=O)/C(=C/c2ccccc2)SC1=S)NC1C=CS(=O)(=O)C1 (centres undefined) across the screens: FBPA Giardia inh = /; AmpC no deterg = -19%; Sm TGR block = 0%; AmpC detergent = 6%; HCMV inh = ?; AMA1-RON2 inh = 15%
CC(C)Oc1ccc(C(=O)CCN2CCCCC2)cc1 across the screens: FBPA Giardia inh = -7%; AmpC no deterg = -14%; Sm TGR block = 0.4µM*; AmpC detergent = 1%; HCMV inh = -17; AMA1-RON2 inh = -3%

Source: PubChem BioAssay (National Center for Advancing Translational Sciences (NCATS))
